p53 reactivation = re-activators of mutant p53; AID 504706; 320,000 compounds, 0.063% hits; Potency, µM (series often up to 92.2 µM), inactives show at the highest dose activity change, positive = activation, hits mostly activators; H1299 p53-A138V BP100-luciferase reporter, luminescence, 24 h; also: potency is read from the fitted curve at half-maximal effect; % of control where 0% means no effect; nearly all actives have a fitted effect of over 45% in size
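H1299 (p53-null), stable ts p53-A138V + BP100-Luc; 1000 cells/well, Opti-MEM/10% FBS; cpd 4 pt, 1:5; 24 h, 37 deg C, 5% CO2; detection reagent 10 min RT; luminescence.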
BRCA1 expr up = BRCA1 expression activation; MCF7-BRCA1-FFLuc reporter, luminescence, 48 h; response scale: scaled: vehicle 0%, 10 µM genistein 100%; Potency, µM (titrated, usually from 46.1 µM), for inactives: at the top dose activation, usual class: activators; 380,000 compounds, 1.1% hits; also: potency is read from the fitted curve at half-maximal effect; nearly all actives have a fitted effect of over 80% in size; some results filed as inactive show a strong effect at the top dose
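Using MCF7 cells harboring a BRCA1 firefly luciferase reporter, plated 2 h before compound pinning, the screen measured luminescence after 48 h incubation. Responses were normalized to DMSO and 10 microM genistein, then fitted for concentration-effect.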
TCR act = activates T cell receptor signaling; primary human leukocytes, anti-CD3, IL-2 HTRF, 48 h; Potency, µM (series often up to 9.22 µM), for inactives: at the top dose activation of IL-2 secretion, actives largely listed as activators; 330,000 tested, under 10 active; AID 504894; also: % of control where 0% means no effect
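Readout: HTRF IL-2, Eu-cryptate/d2 antibody pair, 320nm excitation, 665nm emission. Stimulus: a-CD3 beads, no co-stimulation. Cells: primary human leukocytes. Exposure: 48 hr with compound.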
ELG1 repair inh = blocks ELG1-dependent DNA repair in HEK293T cells | HEK293T ELG1-luciferase reporter, luminescence, 16 h; DNA damage induced by 5-fluorouridine | Potency, µM (doses to about 46.1 µM), inactives show at the highest dose activity change, negative = inhibition, hits mostly inhibitors | 330,000 compounds, 2.3% hits | AID 504467; also: potency is read from the fitted curve at half-maximal effect; % is scaled to controls: 0 for no effect and ±100 for the full control effect; nearly all actives have a fitted effect of over 55% in size
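5-Fluorouridine DNA damage + compound/DMSO, 2,000 cells/well, 16 h, 37 °C/5% CO2. ONE-Glo, 30 min RT, luminescence. Readout = decrease in reporter signal.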
CXXC DNA block = blocks binding of human MLL CXXC domain to DNA. MLL-CXXC / FITC-HOXA9 DNA fluorescence polarization. 290,000 compounds, 0.037% hits. AID 2662. Potency, µM (top dose mostly 115 µM), without a hit: at the top dose activity change, negative = inhibition, actives largely listed as inhibitors; active = well fitted inhibition curve with a large enough effect in the polarisation, with a control signal flat, not every such curve was filed as active; inconclusive = small, poorly fitted or top-dose-only effect, or effect the other way, or a change in a side signal; inactive = no such curve, though single readings can be large or run the other way; the % refers to the polarisation; also: potency is read from the fitted curve at half-maximal effect
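Purified MLL-CXXC (added from a 7 uM solution) was preincubated 5 min at ambient with pinned compounds in 50 mM Tris-HCl pH 7.5, 50 mM NaCl, 1 mM DTT, 0.05% BSA. Fluorescein-labeled HOX-A9 DNA (50 nM solution) followed, 30 min, then polarization read.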
B2AR arrestin = agonists driving beta-arrestin recruitment to human beta2-adrenergic receptor; beta-arrestin recruitment to beta2AR, cell-based reporter; Potency, µM (highest dose often 46.1 µM), for inactives: top-dose activation, hits mostly activators; 330,000 compounds, 0.02% hits; AID 492947;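 also: potency is read from the fitted curve at half-maximal effect; 0% = DMSO controls and full agonism = EC100 isoproterenol or metaproterenol; nearly all actives have a fitted effect of over 65% in size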
Target sequence (P07550 whole entry, looked up): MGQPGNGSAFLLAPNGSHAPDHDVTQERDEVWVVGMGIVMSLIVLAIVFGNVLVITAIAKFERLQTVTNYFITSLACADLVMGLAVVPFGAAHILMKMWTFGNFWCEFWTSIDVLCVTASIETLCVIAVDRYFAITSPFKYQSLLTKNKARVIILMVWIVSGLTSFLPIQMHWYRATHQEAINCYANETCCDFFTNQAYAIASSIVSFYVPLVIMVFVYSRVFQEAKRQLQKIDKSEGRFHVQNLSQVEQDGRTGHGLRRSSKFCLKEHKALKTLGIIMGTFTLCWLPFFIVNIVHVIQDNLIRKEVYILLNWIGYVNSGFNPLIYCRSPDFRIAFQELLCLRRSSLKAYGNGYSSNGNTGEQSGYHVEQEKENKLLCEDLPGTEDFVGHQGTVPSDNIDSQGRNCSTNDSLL
AT treatment = potential ataxia-telangiectasia treatments restoring KAP-1 phosphorylation | […] A-T fibroblasts, KAP-1 phosphorylation AlphaLISA; neocarzinostatin DNA damage 30 min before lysis | Potency, µM (titrated, usually from 57.5 µM), without a hit: at the top dose activation, usual class: activators | 320,000 compounds, 0.19% hits; also: potency is read from the fitted curve at half-maximal effect; % of control where 0% means no effect; nearly all actives have a fitted effect of over 45% in size
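hTERT-immortalized A-T patient fibroblasts ([…]), 500 cells/well in OPTI-MEM, 1% FBS, got compounds for 60 min, then NCS for 30 min at 37C. Lysates were then assayed for phospho-KAP-1 by AlphaLISA (anti-pKAP1 donor, anti-KAP1 acceptor beads), 6 hr at 25C.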
TRPV1 ag = human TRPV1 agonism; Q8NER1; TRPV1-expressing cells, Fluo-8 calcium influx, agonist mode; activation, % at 8.33 µM; 320,000 compounds, 0.19% hits; AID 540275; in the data active = activation above about 80%; inconclusive = between about 30% and that limit; also: 0% is about no effect
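Cells expressing TRPV1 were dye-loaded with Fluo-8 and read kinetically: 10 s baseline, 3 min after compound (agonist portion), then 2 min after EC20 capsaicin (allosteric enhancer portion). Calcium-bound dye fluorescence at 480/520 nm.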
PTAP TSG101 blk = blocks PTAP/TSG101 interaction to inhibit HIV-1 budding; Potency, µM (series often up to 115 µM), inactives show at the top dose activity change, negative = inhibition, actives largely listed as inhibitors; Fluorescence polarization, FITC-PTAP peptide / Tsg101 binding; Q99816; 340,000 tested, under 10 active; active = well fitted inhibition curve with a large enough effect in the main read-out, with a control signal flat, not every such curve was filed as active; inconclusive = small, poorly fitted or top-dose-only effect, or effect the other way, or a change in a side signal; inactive = no such curve, though single readings can be large or run the other way; also: potency is read from the fitted curve at half-maximal effect; % of control where 0% means no effect
Target sequence (Q99816 whole entry, looked up): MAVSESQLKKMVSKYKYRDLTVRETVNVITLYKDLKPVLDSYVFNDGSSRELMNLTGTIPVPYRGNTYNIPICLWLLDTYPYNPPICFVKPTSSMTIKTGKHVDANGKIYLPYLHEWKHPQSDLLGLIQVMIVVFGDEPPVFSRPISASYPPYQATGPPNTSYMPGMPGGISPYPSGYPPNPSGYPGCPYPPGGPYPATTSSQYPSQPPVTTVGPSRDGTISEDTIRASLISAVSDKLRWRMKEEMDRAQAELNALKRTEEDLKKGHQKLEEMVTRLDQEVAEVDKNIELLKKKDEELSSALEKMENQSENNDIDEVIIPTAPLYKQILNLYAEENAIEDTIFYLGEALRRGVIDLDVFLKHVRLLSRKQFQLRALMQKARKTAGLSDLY
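Fluorescence polarization binding of Tsg101 binding domain (10 uM final) to FITC-labeled PTAP peptide (50 nM final) in HEPES pH 7.5 buffer with NaCl, Tween 20, EDTA, TCEP. Compounds added before peptide; binding 20 min at RT.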
a7 integrin act = integrin-mediated muscular dystrophy alleviation activation | alpha7betagal myoblasts, beta-gal FDG fluorescence, 48 h | Potency, µM (doses to about 38.3 µM), for the others: top-dose activation, most hits filed as activators | 350,000 compounds, 0.064% hits;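 also: potency is read from the fitted curve at half-maximal effect; 100% = response of the positive control SU9516; nearly all actives have a fitted effect of over 60% in size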
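alpha7betagal+/- myoblasts (passage 13, 250/well) treated 48 h at 37C with compounds at 1:260 dilution of DMSO stock. Lysed, then beta-galactosidase activity read as FDG fluorescence (ex 480/em 540) after 30 min, with pre-read for autofluorescence.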
An asterisk follows results filed as active; ? = inconclusive; nt = no result given; [ ] = dose if it differs, or a comment. Unless noted, calls follow the shape of the dose curve; as a rule, active = well fitted curve in the direction sought with a large enough effect; inconclusive = small, poorly fitted or top-dose-only effect, or another doubt; inactive = no such curve, though single readings can be large; an effect the other way counts as inactive or inconclusive.

SMILES	p53 reactivation	BRCA1 expr up	TCR act	ELG1 repair inh	CXXC DNA block	B2AR arrestin	AT treatment	TRPV1 ag	PTAP TSG101 blk	a7 integrin act
Cc1ccc(C(=O)N2CCCC(CCC(=O)N3CCN(c4ccccn4)CC3)C2)cc1C (configuration not stated)	-1%	-21%	-1%	12µM*	10%	-0.9%	6%	-1	-2%	14%
CCOc1ccc(-n2cc(-c3ccccc3)c3c(SC(C)C(=O)OC)ncnc32)cc1 (configuration not stated)	-14%	-11%	3%[46.1 µM]	5%	-3%	0.2%	1%	0	0%	-4%
CC(/C=N/NC(=O)c1cnccn1)=C\c1ccco1	12%	56%	1%	?	-12%	-1.0%	3%	0	-2%	0%
Cc1ccc2[nH]c3c(c2c1)CCCC3NC(=O)CCl (configuration not stated)	-18%	-90%	0%	18µM*	11%	-0.1%	11%	1	0%	-64%[inhibitor]
COc1cccc(N(C(=O)Cn2nnc(-c3cccs3)n2)C(C(=O)NC2CCCCC2)c2ccncc2)c1 (configuration not stated)	0%	0%	2%	5%	21%	0.4%	7%	0	-2%	2%
N/C(=N\NC(=O)c1cccs1)c1cc2ccccc2oc1=O	18%	16%	6%[46.1 µM]	?	-19%	-0.2%	-4%	-2	-2%	11%
Cc1coc2c1c(C)cc1oc(=O)c(CC(=O)NCCCN3CCCC3=O)c(C)c12	1%	18%	-8%	1%	-5%	-0.1%	-10%	2	-2%	5%
CCOc1cccc(CNCc2ccc(C(=O)O)cc2)c1	-1%	0%	-176%	11%	10%	0.0%	4%	-1	-2%	0%
CCC1CCc2sc(C(=O)NC3CCN(Cc4ccccc4)CC3)cc2C1 (configuration not stated)	-4%	-39%	2%	-15%	nt	-0.6%	2%	?	0%	-55%[inhibitor]
O=C(COC(=O)c1c2c(nc3ccccc13)/C(=C\c1ccco1)CC2)NC1CCCC1	nt	92%	1%	nt	nt	nt	nt	nt	-6%	1%
Oc1ccc(N=C/C=C/c2cccc(Br)c2)cc1-c1nc2ccccc2s1	?	42%	4%[46.1 µM]	?	2%	4.1%	-3%	-4	-5%	-33%
CCCCn1c(N)c(N(Cc2ccccc2OC)C(=O)CCC(C)C)c(=O)[nH]c1=O	15%	-19%	1%	24%	-4%	0.1%	1%	0	-2%	6%
COc1ccc(C(=O)NC2CCN(S(=O)(=O)c3ccccc3)CC2)cc1	nt	-14%	0%	9%	10%	0.0%	-4%	18	1%	1%
O=C(COc1ccc([N+](=O)[O-])cc1)Nc1cccc2nsnc12	-7%	-6%	8%	2%	32%[activator]	0.0%	4%	1	12%	-15%
Nc1ccn(CC(=O)NCc2ccc3[nH]ccc3c2)c(=O)n1	14%	4%	11%	23%	nt	-1.0%	3%	3	-5%	4%
CC(C)(C)Nc1nc(N2CCCC2)nc(N2CCCC2)n1	3%	-32%	-7%	-1%	18%	-0.7%	-2%	?	-1%	-61%[inhibitor]
CCCCNS(=O)(=O)c1ccc(OC)cc1	4%	-11%	4%	-5%	5%	-0.5%	1%	-1	-1%	8%
CC(=O)Nc1ccc(S(=O)(=O)n2nc(-c3ccc(C)cc3)nc2N)cc1	-14%	-12%	9%	-3%	6%	-0.7%	-16%	2	-4%	-8%
CC(Nc1nc(-c2ccc(F)cc2)cs1)c1nc2cc(Cl)c(N3CCCCC3)cc2n1CCCO (configuration not stated)	nt	-85%	1%	nt	nt	nt	nt	nt	-5%	-44%
Cc1cc(C)c(OCC(=O)OCC(=O)N2CCCc3ccccc32)c(C)c1	0%	-6%	-118%	18%	nt	-0.3%	1%	-3	-8%	0%
Cc1ccnc2nc(C(=O)Nc3ccc(S(=O)(=O)N4CCCC4)cc3)nn12	6%	19%	6%	?	-5%	0.5%	0%	-3	0%	-21%
Cc1cc(C)n(/N=C/c2ccco2)c(=O)c1C#N	-8%	-8%	-5%[46.1 µM]	7%	3%	-0.1%	4%	0	-2%	?
CCn1c(CN2CCOCC2)nnc1SCC(=O)Nc1cccc(C)c1	16%	-13%	4%	1%	4%	-0.4%	3%	0	1%	0%
Cc1nc2ccc(S(=O)(=O)NC(C(=O)N3CCCC3)C(C)C)cc2s1 (configuration not stated)	5%	-3%	0%[46.1 µM]	-2%	4%	0.1%	5%	3	-1%	-7%
CCOc1cc(/C=N\NC(=O)C2C(=O)NCC2c2ccccc2)ccc1OC (configuration not stated)	-17%	20%	-9%[46.1 µM]	10%	-10%	-1.1%	-1%	4	0%	-12%
O=C(OCC(=O)N1CCCC1)c1ccc(OC(F)(F)F)cc1	-1%	10%	-1%	26%	-8%	0.1%	0%	4	-1%	0%
CN(C)CCCNc1oc(-c2ccc(Cl)cc2)nc1C#N	12%	12%	3%[46.1 µM]	?	-2%	-0.2%	-6%	-1	0%	-62%[inhibitor]
O=C(Cn1c(=O)n(CCCC(=O)NC2CCCC2)c(=O)c2ccccc21)NCCC1=CCCCC1	-12%	5%	6%	14%	12%	-0.3%	3%	-19	-2%	19%
CCN(c1ccc(NC(=O)COC(=O)C(C)N=C2NS(=O)(=O)c3ccccc32)cc1)C(C)C (configuration not stated)	10%	-22%	4%	?	nt	-1.6%	-1%	0	-5%	20%
COC(=O)Nc1ccc(S(=O)(=O)N2CCCc3cccc(O)c32)cc1	-5%	-50%	-5%	18µM*	0%	-0.4%	-1%	2	-2%	-38%
CSc1ccccc1NC(=O)c1cc(C)on1	9%	-22%	nt	?	0%	0.4%	6%	2	nt	-6%
CC(C)CNC(=O)COC(=O)CNC(=O)c1cc(Cl)cc([N+](=O)[O-])c1	4%	-19%	6%[46.1 µM]	?	?	-0.8%	1%	0	0%	-8%
CS(=O)(=O)c1ccc2nc(NC(=O)c3ccc(Cl)cc3)sc2c1	12%	25%	4%	0%	3%	-1.1%	-9%	25	0%	9%
COC(=O)/C(C#N)=C/c1c(N2CCCCCC2)nc2c(C)cccn2c1=O	-3%	-8%	3%	?	6%	-0.4%	-4%	1	-6%	-33%
Cc1cc(=O)n2cn[nH]c2n1	nt	-2%	-5%	nt	nt	nt	nt	nt	0%	-6%
CC(=O)c1ccc(NC(=O)c2cc(Cl)nc3ccccc23)cc1	4%	-12%	4%	-3%	-1%	0.5%	-3%	7	-1%	-1%
Cc1ccc(N)cc1CN1CCCC1=O	-8%	-14%	0%	14%	7%	0.1%	-3%	7	0%	13%
Cc1cccc(NC(=O)N2CCC(n3nnc4cc(C)ccc43)CC2)c1	4%	-3%	-1%	-7%	-8%	0.4%	4%	?	-3%	-1%
Cc1cccc(C)c1N1C(=O)C2ON(c3ccccc3)C(c3ccncc3)C2C1=O (configuration not stated)	1%	6%	-4%	7%	-5%	-0.3%	-11%	?	-3%	-5%
O=S1(=O)N=C2CCCCCN2C(c2ccccc2)N1 (configuration not stated)	2%	-12%	2%	9%	-5%	0.1%	2%	0	-2%	-7%
O=C(NCc1nnc2c(C(F)(F)F)cc(Cl)cn12)c1ccco1	1%	2%	2%	?	3%	0.0%	13%	11	-10%	13%
CCOc1ccccc1-n1nnnc1SCC(=O)Nc1cc2oc3ccccc3c2cc1OC	0%	-39%	-5%	?	33%[activator]	-0.5%	9%	1	-12%	-3%
CC(C)(C)c1ccc(OCCC(=O)Nc2cccc(S(=O)(=O)N3CCOCC3)c2)cc1	nt	-47%	6%	1%	2%	-0.3%	17%	26	nt	-31%
CCOC(=O)C1=C(C)NC(=O)NC1c1c(C)nn(-c2ccccc2)c1Cl (configuration not stated)	5%	0%	8%	-9%	4%	-0.3%	9%	-3	-3%	-31%
COCC(=O)Nc1nnc(SCC(=O)N2C(C)CCCC2C)s1 (configuration not stated)	-1%	8%	2%	1%	-1%	-0.1%	0%	-1	-1%	25%
O=C(CN1C(=O)NC2(CCOc3ccccc32)C1=O)c1cccs1 (configuration not stated)	10%	3%	-2%	?	nt	-1.2%	13%	nt	-5%	-4%
Cc1ccc(C(=O)Nc2sc(Cc3ccc4c(c3)OCO4)c(C)c2C(N)=O)cc1	9%	-58%	-2%	-12%	18%	-0.2%	20%	0	3%	-24%
CC(C(=O)O)N(c1ccccc1Cl)S(C)(=O)=O (configuration not stated)	3%	2%	1%	6%	nt	-0.1%	14%	2	-4%	11%
O=C(COc1ccc(-n2cnnn2)cc1)Nc1ccc(F)c(Cl)c1	-4%	-1%	0%[46.1 µM]	4%	nt	-0.5%	-3%	nt	-2%	0%
Cc1cnc(NC(=O)c2c(-c3ccccc3)noc2C)s1	3%	-4%	1%	?	4%	-0.1%	-3%	10	-10%	-31%[inhibitor]
